DNMT1 block = human DNMT1 methyltransferase inhibitors, primary screen, biochemical, molecular beacon, fluorescence, HinP1I cleavage, uHTS. DNA (cytosine-5)-methyltransferase 1 (Homo sapiens), P26358. 0.83% of 360,000 active. AID 588458, 2011. inhibition (reported as % activation of signal), % at 10 µM; in the data active = inhibition above about 50%
MsrA inhibitor = bovine MsrA enzyme inhibitors, primary screen, biochemical, absorbance, HTS. 0.75% of 360,000 active. inhibition, % at 15.5 µM. AID 651718, 2012. purified bovine MsrA, absorbance read-out. Methionine sulfoxide reductase A (Bos taurus); in the data active = inhibition above about 4.5%;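 note: 0% = vehicle wells with enzyme and 100% = reference inhibitor wells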
NadD inh = inhibitors of S. aureus NadD, primary screen, biochemical, colorimetric, uHTS; purified NadD enzyme, colorimetric absorbance read-out; inhibition, % at 20 µM; 0.78% of 360,000 active; AID 602399, 2012; in the data active = inhibition above about 26%; note: some compounds past the cut are filed as inactive
Scp-1 inhibitor = Scp-1 phosphatase inhibitors, primary screen, biochemical, colorimetric, uHTS | inhibition, % at 20 µM | Recombinant Scp1, phosphopeptide, malachite green phosphate absorbance | 0.88% of 340,000 active | AID 493091, 2011;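 active = inhibition above about 50% at 20 µM, limit read from the data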;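 note: plate controls were DMSO wells with enzyme for no effect and wells lacking enzyme for full effect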
Target sequence (Q9GZU7 76-261 limits assumed): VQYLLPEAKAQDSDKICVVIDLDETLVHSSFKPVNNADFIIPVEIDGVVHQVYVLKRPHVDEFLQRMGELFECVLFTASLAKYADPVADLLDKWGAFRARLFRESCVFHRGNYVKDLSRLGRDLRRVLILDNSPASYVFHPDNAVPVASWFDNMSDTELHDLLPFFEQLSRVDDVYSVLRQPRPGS
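Material – SCP-1 phosphatase catalytic domain, residues 76-261 · Buffer or medium – Acidic Tris acetate buffer with magnesium and detergent · Also added – Phospho 17-mer peptide substrate · Compound – single 20 µM dose, 1% DMSO · Times – 45 min room-temperature reaction, 5 min colour, 30 min stabiliser · Technique – Phosphate-binding colour reagent, absorbance read at 630 nm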
Rpn11 block = Rpn11 (PSMD14) deubiquitinase inhibitors, primary screen, biochemical, fluorescence polarization, uHTS; 26S proteasome non-ATPase regulatory subunit 14 (Homo sapiens), O00487; human 26S proteasome, Ub4-pepOG fluorescence polarization; 20S core pre-blocked with epoxomicin; calls only at 20 µM; 0.59% of 360,000 active; AID 588493, 2011;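 active = inhibition at 20 µM, scaled to each plate's controls, above about 33%, limit read from the data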
LMPTP block = LMPTP phosphatase inhibitors, primary screen, biochemical, fluorescence intensity, uHTS. recombinant LMPTP-A, OMFP fluorogenic substrate. inhibition, % at 20 µM. Low molecular weight phosphotyrosine protein phosphatase (Homo sapiens), P24666. 0.22% of 360,000 active;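 active = compounds that cut the enzyme signal by at least half of the control window in the single-dose screen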;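 note: plate controls were DMSO wells with enzyme plus substrate for no effect and substrate without enzyme for full effect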
Target sequence (P24666 whole entry, looked up): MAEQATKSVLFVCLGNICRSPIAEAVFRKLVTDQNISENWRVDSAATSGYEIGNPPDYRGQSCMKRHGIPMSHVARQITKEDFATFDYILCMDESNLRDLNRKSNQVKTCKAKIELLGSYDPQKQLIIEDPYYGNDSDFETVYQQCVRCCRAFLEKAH
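Test system: LMPTP-A phosphatase enzyme; input: 0.625 nM LMPTP-A final; reagent: OMFP substrate, 400 µM final; compound dosing: 20 µM single dose, 3% DMSO; incubation: 50 min dark incubation at room temperature; measured by: endpoint fluorescence intensity from OMFP dephosphorylation; measure: % inhibition relative to no-enzyme and uninhibited control wells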
SUMO1-SIM PPI = modulators of SUMO1 protein-protein interactions, primary screen, biochemical, uHTS | Small ubiquitin-related modifier 1 (Homo sapiens), P63165 | SUMO1 binding to a labelled peptide, TR-FRET, 1 h | inhibition, % at 20 µM | 0.33% of 360,000 active; in the data active = inhibition above about 37%
Target sequence (P63165 whole entry, looked up): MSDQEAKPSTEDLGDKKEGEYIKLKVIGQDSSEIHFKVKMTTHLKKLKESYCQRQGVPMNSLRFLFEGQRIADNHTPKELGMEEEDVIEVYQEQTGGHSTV
Tb MetRS inh = T. brucei MetRS inhibitors, primary screen, biochemical, luminescence; 0.4% of 360,000 active; purified T. brucei MetRS, ATP depletion, Kinase-Glo luminescence; inhibition, % at 11.9 µM; methionyl-tRNA synthetase (Trypanosoma brucei brucei);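 active = inhibition above a per-plate cutoff of the control wells' mean inhibition plus 3 SD, cut at about 5.5% in these data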;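 note: 0% = DMSO wells median and 100% = median of wells with control inhibitor compound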
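assay system = parasite MetRS enzyme | timing = 15 min preincubation, 2 h reaction, all 25 °C | evaluation = percent inhibition relative to median high and low control wells | medium = HEPES buffer containing pyrophosphatase, BSA, spermine, DTT | compound = single dose, 11.9 µM final nominal, 0.9% final DMSO | detection = Kinase-Glo luminescence, ATP depletion format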
CSN deneddyl inh = inhibitors of CSN-mediated cullin deneddylation, primary screen, biochemical, fluorescence polarization, uHTS. COP9 signalosome complex subunit 5 (Homo sapiens), Q92905. Purified CSN, SCF-Nedd8-OG deneddylation. inhibition, % at 12.5 µM. 0.38% of 360,000 active. AID 651999, 2013;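 active = pattern-corrected inhibition above about 35%, with an unprinted fluorescence ratio check between 0.5 and 1.5, limit read from the data, passing the limit was not always enough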;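 note: 0% = enzyme with substrate and 100% = substrate without enzyme; some results filed as inactive read as strong as hits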
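Test system: Human Csn5 produced in HEK293T cells | Compound: 12.5 µM single point | Times: 90 min, room temperature | Signal: Fluorescence polarization readout | Read-out basis: % inhibition of substrate cleavage by Csn5 | Controls: no-enzyme wells high, enzyme-with-substrate wells low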
STEP inh = STEP phosphatase inhibitors, primary screen, biochemical, fluorescence intensity, uHTS. Tyrosine-protein phosphatase non-receptor type 5 (Homo sapiens), P54829. recombinant STEP, OMFP fluorogenic substrate. inhibition, % at 20 µM. 0.25% of 360,000 active. AID 588621, 2011;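 active = inhibition at 20 µM, scaled per plate between control wells, above about 37%, limit read from the data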;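 note: 0% = DMSO with enzyme and substrate and 100% = substrate only without enzyme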
Target sequence (P54829 whole entry, looked up): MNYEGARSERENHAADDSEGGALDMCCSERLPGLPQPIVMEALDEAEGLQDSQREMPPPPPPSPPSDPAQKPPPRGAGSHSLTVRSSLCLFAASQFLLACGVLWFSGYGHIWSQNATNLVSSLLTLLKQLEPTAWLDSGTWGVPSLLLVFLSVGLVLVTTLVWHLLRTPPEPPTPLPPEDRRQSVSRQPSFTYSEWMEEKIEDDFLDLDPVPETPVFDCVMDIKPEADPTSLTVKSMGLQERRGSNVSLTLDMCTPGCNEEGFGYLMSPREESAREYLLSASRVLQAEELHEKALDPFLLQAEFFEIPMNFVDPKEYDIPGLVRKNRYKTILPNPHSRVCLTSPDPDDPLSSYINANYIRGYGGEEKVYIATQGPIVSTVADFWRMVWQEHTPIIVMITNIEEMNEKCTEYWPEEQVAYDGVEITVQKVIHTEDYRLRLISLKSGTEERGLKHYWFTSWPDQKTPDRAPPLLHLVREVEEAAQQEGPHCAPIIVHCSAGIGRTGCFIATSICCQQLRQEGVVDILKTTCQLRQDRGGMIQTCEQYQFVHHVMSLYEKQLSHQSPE
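System: STEP phosphatase, cell-free reaction; Buffer or medium: Bis-Tris pH 6.0 buffer with DTT, detergent; Incubation: 20 min at room temperature, dark; Measured by: fluorescence, 480/540 nm.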
* hit, by the source's call; i = inactive; nt = no result given.

SMILES | DNMT1 block | MsrA inhibitor | NadD inh | Scp-1 inhibitor | Rpn11 block | LMPTP block | SUMO1-SIM PPI | Tb MetRS inh | CSN deneddyl inh | STEP inh
COc1ccccc1CN(C)C(=O)c1cc(S(=O)(=O)N2CCCCCC2)ccc1OC | 1.9 | 0.4 | 4.3 | nt | i | -0.6 | -3.7 | -0.2 | -0.8 | 0.5
CCn1c(CNC(=O)c2cc(OC)c(OC)c(OC)c2)cc2cc(C)ccc21 | -1.2 | -0.7 | -6.7 | -15.4 | i | 2.8 | -2.5 | -0.6 | 0.7 | 0.7
CC1CCCCN1C(=O)c1c([N+](=O)[O-])cnn1C (stereo not drawn) | 0.7 | -1.0 | 0.6 | 1.0 | i | -1.5 | -0.4 | -0.1 | 6.2 | -2.3
COc1ccc(N2CCN(S(=O)(=O)c3cccc4cccnc34)CC2)cc1 | 2.5 | -0.4 | 0.3 | -12.2 | i | -0.1 | 3.8 | -0.6 | -1.6 | 6.2
Cc1ccc(N(C(=O)CNC(=O)c2ccco2)C(C(=O)NC2CCCC2)c2ccncc2)cc1C (stereo not drawn) | 0.1 | 0.0 | 1.3 | -10.3 | i | -0.3 | 1.3 | -0.4 | -5.3 | -0.2
CCOC(=O)/C(=N\Nc1ncnc2ccccc12)c1ccc(OC)cc1 | -2.6 | 1.2 | -7.6 | -0.8 | i | 1.1 | -30.7 | 0.5 | 1.0 | -2.2
O=C(Nc1ccc(F)c(F)c1)c1ccco1 | 0.6 | -0.8 | 8.3 | -5.4 | i | -0.1 | -2.2 | -0.1 | 4.0 | 0.1
CCOc1ccc(-c2nnc(NC(=O)CCCOc3cccc(C)c3)o2)cc1 | 3.6 | 1.3 | 2.6 | -9.5 | i | -0.6 | -2.1 | 0.2 | 5.3 | 2.4
Cc1ccc(N=Nc2c(=O)[nH]n3c(=O)cc(C)[nH]c23)cc1 | -1.9 | 0.8 | 12.0 | 7.1 | i | 5.2 | -43.9 | -0.6 | -3.6 | 1.2
C/C=C(\C)C(=O)OC(C)(C)[C@@H]1Cc2cc3ccc(=O)oc3cc2O1 | 8.4 | 2.3 | -2.6 | -0.2 | i | 3.7 | -11.7 | -0.2 | -3.0 | 0.6
CNC(=S)N1CCN(c2nc(-c3ccc(Cl)cc3)cs2)CC1 | -3.8 | -0.1 | -4.3 | -2.4 | i | 0.5 | -3.6 | -0.5 | -0.9 | -1.4
Cc1ccc(S(=O)(=O)N(C)C)cc1NC(=O)C(C)OC(=O)C1CCCC1 (stereo not drawn) | 0.9 | 0.3 | -2.7 | -2.0 | i | -0.9 | 2.8 | -0.5 | -1.9 | 0.1
CC1(C)C(=O)Nc2ccccc2N1C(=O)COC(=O)Cc1ccccc1F | 5.5 | -0.3 | -3.1 | 1.8 | i | 1.1 | 1.1 | -0.1 | -3.8 | -1.9
C=CCn1c(SCc2nc3ccccc3[nH]2)nnc1-c1ccccn1 | 2.9 | 0.1 | -3.1 | -8.4 | i | -0.1 | -6.5 | 2.6 | 2.9 | -2.1
Cc1cccc2sc(NC(=O)CN(C)S(=O)(=O)c3ccc(Br)s3)nc12 | -2.0 | -0.2 | 1.6 | -1.2 | i | 3.9 | -0.5 | -1.0 | 0.4 | -0.4
CCOc1ccccc1C(=O)N(Cc1sccc1C)C1CCS(=O)(=O)C1 (stereo not drawn) | 2.0 | 0.4 | -1.4 | -4.2 | i | -0.4 | 4.4 | -0.1 | 0.7 | -1.7
Cc1ccc(S(=O)(=O)Nc2ccc3nc(C)sc3c2)c(C)c1 | -3.8 | 0.9 | -5.9 | -0.7 | i | 1.2 | 0.1 | -0.1 | 4.3 | 0.2
CCOc1ccc(N2C(=O)C3C(c4ccc(OC)cc4OC)NC(CCSC)(C(=O)OC)C3C2=O)cc1 (stereo not drawn) | 0.8 | 0.3 | 5.4 | -7.0 | i | 0.9 | -0.4 | 0.6 | -5.4 | 0.4
COC(=O)C[C@H]1c2cc(F)ccc2S(=O)(=O)N1c1ccccc1 | 7.7 | -0.5 | 3.8 | 1.2 | i | 0.3 | 2.7 | 0.1 | -2.4 | -1.5
O=C1C/C(=C/NCc2ccccc2)C(=O)N1 | -8.7 | -0.4 | 3.4 | 4.6 | i | 0.2 | -3.3 | -0.8 | -2.1 | -2.9
CN(C)c1ccc(-c2[nH][nH]c(=O)c2NC(=O)c2ccc3ccccc3n2)cc1 | 28.1 | 1.5 | 19.5 | nt | i | 8.1 | 4.5 | 12.7* | 3.0 | 1.1
NCCNc1ccc2nnnn2n1 | 0.7 | 0.5 | 4.8 | 2.0 | i | 0.4 | -4.3 | -0.7 | -5.3 | -0.9
COC(=O)Cn1nnnc1-c1nc2cc(C)c(C)cc2[nH]c1=O | nt | 1.3 | 3.6 | nt | nt | -0.2 | -21.0 | -0.1 | -1.8 | nt
CCOc1ccc(S(=O)(=O)N2CC(=O)Nc3ccccc32)cc1 | 1.0 | 2.3 | -11.9 | -3.0 | i | -1.2 | -2.7 | 0.5 | -0.6 | -2.9
Cc1noc(NS(=O)(=O)c2ccc(NC(=O)c3cc(-c4ccccc4Cl)nc4ccccc34)cc2)c1C | -1.9 | 2.0 | 19.1 | -7.0 | i | 0.5 | 10.9 | 0.8 | 2.4 | 0.2
More records:
SMILES | DNMT1 block | MsrA inhibitor | NadD inh | Scp-1 inhibitor | Rpn11 block | LMPTP block | SUMO1-SIM PPI | Tb MetRS inh | CSN deneddyl inh | STEP inh
CC(=O)c1c(C)[nH]c(C(=O)Nc2cc(F)ccc2C)c1C | 1.6 | 0.5 | 1.4 | -0.8 | i | 0.4 | -5.2 | 0.9 | -1.0 | 0.2
Cc1cc(NC(=O)CSc2nnc(CNC(=O)c3ccc(C(C)(C)C)cc3)o2)no1 | 1.7 | -1.9 | -4.7 | -7.2 | i | -0.4 | 3.2 | -0.1 | 0.3 | 0.0
Cc1cccc(OCC(=O)NC(=S)Nc2ccccc2N2CCOCC2)c1 | -2.7 | -0.5 | -10.4 | -3.9 | i | 2.2 | -0.8 | -0.4 | -5.6 | -0.7
Cc1nnc(SC(C)C(=O)N2CCc3ccccc32)s1 (stereo not drawn) | 1.5 | -0.5 | -2.3 | -9.6 | i | -1.9 | -0.8 | -1.1 | 3.7 | 1.9
Cc1cc(C)cc(-n2ncc3c2CCCC3NC(=O)CN2CCCCC2=O)c1 (stereo not drawn) | -1.0 | -0.5 | 3.1 | 1.0 | i | -0.6 | 1.6 | 0.3 | 4.4 | -1.9
C[C@H](NC(=O)c1nc[nH]c1C(=O)N[C@@H](Cc1ccccc1)C(=O)OC(C)(C)C)c1ccccc1 | -28.2 | -0.5 | 0.7 | -5.8 | i | 4.0 | -1.8 | 0.0 | -2.8 | -1.2
CC(C)(C)c1ccc(C(=O)N/N=C/c2ccccn2)cc1 | 4.0 | -0.4 | -10.0 | -10.0 | i | -0.6 | -10.5 | 2.1 | -3.6 | -1.5
COc1ccc(CN(C)CC(=O)c2c(N)n(Cc3ccccc3)c(=O)n(C)c2=O)c(OC)c1 | 1.4 | -0.8 | -1.8 | 0.3 | i | -1.3 | -2.9 | -0.4 | 0.1 | -2.7
O=C(NCc1ccco1)C1Cc2ccccc2CN1S(=O)(=O)c1ccccc1F (stereo not drawn) | 71.0* | 0.3 | 12.0 | 70.0* | i | 1.9 | 13.2 | 0.1 | 13.0 | -0.5
CCCOc1ccc(CC(=O)NCc2ccco2)cc1OC | 4.9 | -0.2 | 4.3 | -3.2 | i | 0.0 | 25.0 | -0.4 | 1.9 | -1.4
CC(C)=CC(=O)OCC(=O)Nc1ccc(Cl)cc1 | 1.0 | 0.6 | -3.8 | -4.0 | i | -1.6 | -1.2 | 0.2 | -15.5 | -8.3
O=C(c1cc[n+]([O-])cc1)N1CCc2c([nH]c3ccccc23)C1c1ccccc1Cl (stereo not drawn) | -2.8 | 2.6 | 2.7 | -6.4 | i | 0.5 | -0.4 | -0.2 | 2.0 | -1.6
CCCN1C(=O)C(=O)N(CC(=O)c2cc(C)n(C3CC3)c2C)C1=O | 0.8 | -0.2 | -5.7 | -2.4 | i | 0.7 | -19.0 | -0.3 | 0.4 | -1.4
COC(=O)c1ccc(CN2CCC(Oc3cccc(C(=O)N4CCOCC4)c3)CC2)cc1 | 0.7 | 2.1 | 1.4 | 4.0 | i | -0.5 | -5.4 | -0.7 | 3.9 | -0.7
COc1ccc(NC(=O)c2c(C(F)(F)F)nn(C)c2SCc2ccccc2)cc1 | -1.9 | -0.9 | -8.2 | -6.1 | i | 0.6 | 1.1 | -1.0 | 3.4 | -0.6
Cc1cc2oc(=O)cc(C)c2cc1NC(=O)CCC(=O)O | -0.7 | 0.6 | -3.5 | -10.7 | i | -3.1 | -1.1 | -0.7 | -0.2 | -2.2
CCc1cccc(NC(=O)CSCc2cc(=O)[nH][nH]2)c1 | -11.8 | -0.8 | -5.2 | 2.3 | i | -1.2 | 2.1 | -0.6 | -6.9 | -3.7

Records listed so far shown as hits in Tb MetRS inh:
SMILES | DNMT1 block | MsrA inhibitor | NadD inh | Scp-1 inhibitor | Rpn11 block | LMPTP block | SUMO1-SIM PPI | Tb MetRS inh | CSN deneddyl inh | STEP inh
CN(C)c1ccc(-c2[nH][nH]c(=O)c2NC(=O)c2ccc3ccccc3n2)cc1 | 28.1 | 1.5 | 19.5 | nt | i | 8.1 | 4.5 | 12.7* | 3.0 | 1.1

High-throughput results from PubChem.
